# Compound activity deposited in PubChem by National Center for Advancing Translational Sciences (NCATS).
# FUS yeast rescue – rescues growth of FUS-expressing yeast; 390,000 compounds, 0.24% hits; Potency, µM (doses to about 76.6 µM), without a hit: at the highest dose growth rescue (activation), actives largely listed as activators; AID 1347120; S. cerevisiae FUS-expressing, growth rescue, OD600, 24 h;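 note: plate controls were DMSO vehicle for no effect and reference control for full effect; nearly all actives have a fitted effect of over 55% in size; some results filed as inactive show a strong effect at the top dose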
#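 Restored growth of FUS-toxic S. cerevisiae, read as 600 nm absorbance after 24 h at 30C in galactose medium (starting OD 0.005). Controls CP55940 and DMSO.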
# EPAC2 antagonist – EPAC2 (human) antagonism; 360,000 compounds, 0.18% hits; EPAC2 GEF exchange of Rap1B-BODIPY-GDP, fluorescence; Potency, µM (titrated, usually from 114 µM), for inactives: at the top dose activity, negative = inhibition, usual class: inhibitors; Q8WZA2; note: % is set by controls: 0 for no effect and ±100 for the full control effect; nearly all actives have a fitted effect of over 45% in size; many of its hits are not listed in these tables
# PTHR1 ag – agonists of human PTHR1 parathyroid hormone receptor | HEK293 GP2 PTHR1 cells, GloSensor cAMP luminescence, 1 h | AID 743266 | Potency, µM (highest dose often 115 µM), for inactives: at the top dose activation, usual class: activators | 410,000 compounds, 0.075% hits; note: nearly all actives have a fitted effect of over 55% in size; some results filed as inactive show a strong effect at the top dose; inactives centre near -15; many of its hits are not listed in these tables
# Target sequence (Q03431 whole entry, looked up): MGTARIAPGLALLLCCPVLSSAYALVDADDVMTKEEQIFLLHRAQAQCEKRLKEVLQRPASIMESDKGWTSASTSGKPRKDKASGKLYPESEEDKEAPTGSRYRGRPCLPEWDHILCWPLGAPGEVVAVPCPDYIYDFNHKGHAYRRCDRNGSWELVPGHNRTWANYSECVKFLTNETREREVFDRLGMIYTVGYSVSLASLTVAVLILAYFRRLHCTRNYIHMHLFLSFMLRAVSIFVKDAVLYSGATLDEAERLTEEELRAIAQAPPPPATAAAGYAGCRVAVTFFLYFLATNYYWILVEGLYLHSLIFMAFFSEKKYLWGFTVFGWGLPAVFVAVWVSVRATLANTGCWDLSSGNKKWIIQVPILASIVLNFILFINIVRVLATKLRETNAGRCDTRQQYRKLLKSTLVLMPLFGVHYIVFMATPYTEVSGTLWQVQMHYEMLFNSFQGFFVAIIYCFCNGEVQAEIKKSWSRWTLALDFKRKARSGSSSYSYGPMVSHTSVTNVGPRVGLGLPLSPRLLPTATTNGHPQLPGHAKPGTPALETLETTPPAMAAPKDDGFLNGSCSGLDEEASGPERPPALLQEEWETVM
#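 HEK-293-derived GP2 cells expressing PTHR1 and a GloSensor cAMP reporter, 3,000/well, plated overnight, given luciferin plus IBMX (each 0.5 mM as added) for 1 h at 37 °C, then compound for 1 h at 37 °C. Luminescence was read after 15 min at room temperature.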
# aSyn rescue – alpha-synuclein toxicity inhibition in yeast; Yeast expressing alpha-synuclein, growth rescue, BacTiter-Glo, 24 h; Potency, µM (top dose mostly 46.1 µM), for inactives: at the highest dose growth rescue (activation), usual class: activators; 370,000 compounds, 0.14% hits; note: % of control where 0% means no effect; nearly all actives have a fitted effect of over 65% in size
#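 Galactose-induced alpha-syn yeast (OD600=0.02, raffinose-pregrown) + pinned cpd, 24 hr, 30 deg C; growth by BacTiter-Glo luminescence. Growth restoration scores as activation.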
# EPAC1 agonist – agonists of human EPAC1 | O95398 | EPAC1 agonist qHTS, biochemical assay; response scale: 100% = response to 6.5 mM cAMP | Potency, µM (highest dose often 154 µM), for inactives: at the top dose activation, most hits filed as activators | 360,000 compounds, 0.073% hits; note: nearly all actives have a fitted effect of over 60% in size
#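 Fluorescent GDP-exchange assay: 100 nM EPAC1 with 250 nM Rap1B preloaded with BODIPY-GDP and 50 uM GDP; compounds tested as concentration series, 5 min at room temperature, then read every 5 min for 30 min (ex 480/em 540 nm); normalized to 6.5 mM cAMP.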
# EPAC1 antag – EPAC1 (human) antagonism; O95398; AID 720709; EPAC1 GEF assay, Rap1b-BODIPY-GDP exchange fluorescence; 360,000 compounds, 0.14% hits; Potency, µM (series often up to 115 µM), inactives show at the highest dose activity change, negative = inhibition, most hits filed as inhibitors;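 note: plate controls were vehicle for no effect and positive control for full effect; nearly all actives have a fitted effect of over 50% in size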
# EPAC2 agonist – agonists of human EPAC2 (RAPGEF4). Q8WZA2. EPAC2 activation, biochemical qHTS; response scale: 100% = 6.5 mM cAMP response. Potency, µM (top dose mostly 154 µM), for inactives: at the highest dose activation, actives largely listed as activators. 360,000 compounds, 0.079% hits; note: nearly all actives have a fitted effect of over 50% in size
#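 Setup: EPAC2 100 nM, labeled Rap1B complex 250 nM, free GDP 50 uM. Compound titrations pinned in, brief spin, 5 min room temperature incubation. Kinetic fluorescence read over 30 min, normalized to 6.5 mM cAMP.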
# TDP-43 yeast inh – inhibitors of TDP-43 toxicity in yeast; Potency, µM (doses to about 46.1 µM), inactives show at the highest dose growth rescue (activation), most hits filed as activators; 410,000 compounds, 1.8% hits; TDP-43 expressing yeast growth rescue, BacTiter-Glo, 24 h; AID 652104; note: % of control where 0% means no effect; nearly all actives have a fitted effect of over 50% in size
#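 In this qHTS, compounds that restore growth of yeast expressing TDP-43 appear as activators. Cells (OD600=0.02, galactose medium, raffinose-pregrown) are incubated with compound 24 hr at 30 deg C and growth is quantified by BacTiter-Glo.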
# Starred values were filed as active, the others as inactive; i = inactive; ? = inconclusive; & = joins results of further samples; [ ] = dose if it differs, or a comment. Calls come from the whole dose curve; as a rule, active = well fitted curve in the direction sought with a large enough effect; inconclusive = small, poorly fitted or top-dose-only effect, or another doubt; inactive = no such curve, though single readings can be large; an effect the other way counts as inactive or inconclusive. Potency is the fitted concentration of half-maximal effect. Some of the compounds tested; count on the stated rates, not on these rows.
compound	EPAC2 agonist	EPAC1 agonist	EPAC1 antag	EPAC2 antagonist	FUS yeast rescue	TDP-43 yeast inh	PTHR1 ag	aSyn rescue
O=C(CN(C1CCCCC1)S(=O)(=O)c1ccc(Br)cc1)NCc1ccncc1	0%	5%	-18%	-8%	-15%	14%	-7%	0%
COCCn1c(SCC(=O)Nc2ccccc2F)nc2c(c1=O)SCC2	9%	4%	6%	2%	23%	4%	i	-1%
CCCN(Cc1nc(-c2ccc(Cl)cc2)no1)CC1CCCO1 (stereo not drawn)	16%	-2%	-1%	-2%	0%	-8%	-25%	13%
Cc1ccc2cc(CNC[C@H]3O[C@@H](n4cc(C)c(=O)[nH]c4=O)C[C@@H]3O)c(N3CCOCC3)nc2c1	18%	-9%	3%	10%	-9%	16%	-7%	0%
O=C(Cn1cnc2c(nnn2Cc2ccc(Cl)cc2)c1=O)NCc1ccco1	16%	8%	-6%	-3%	?	-5%	5%[57.5 µM]	1%
CC(C)N1CCN(CCCc2ccccc2)CC1CCO (stereo not drawn)	10%	18%	-7%	0%	-11%	8%	-11%	9%
COc1ccccc1-c1nnc(SCC(=O)Nc2ccc(S(N)(=O)=O)cc2)n1C	0%	-5%	-2%	1%	18%	-18%	i	0%
O=C(CSc1ccsc1[N+](=O)[O-])NCCc1ccc(Cl)cc1	2%	6%	10%	1%	22%	25%	i	-1%
CCC(C(=O)NC1CCCCC1)n1c(SCc2ccc(F)cc2)nc2ccncc21 (stereo not drawn)	-9%	-15%	-10%	-9%	13%&10%	10%&8%	-22%&-44%	1%&0%
Cc1cc(C)nc(NC(=S)Nc2ccc(Br)cc2Cl)c1	-5%	9%	-20%	-8%	5%	0%	i	6%
CCN(CC(=O)NCc1cccs1)C(=O)c1cccc(S(=O)(=O)Nc2ccc(OC)cc2)c1	4%	-1%	10%	17%	-11%	-11%	i	-3%
COc1ccc2c(c1)C=C(CN1CCC(CO)(CCc3ccccc3)CC1)CO2	8%	0%	-13%	-10%	23%	-13%	-3%	-1%
CC(C)Oc1ccc(N2CC(C(=O)Nc3ccc(N4CCOCC4)cc3)CC2=O)cc1 (stereo not drawn)	5%	2%	-3%	-8%	22%	-7%	i	-2%
O=C(O)CCC(=O)NNC(=O)c1cccs1	12%	15%	?	0%	-11%	-1%	-43%[inhibitor]	-12%
C[C@H]1CN([C@@H](C)CO)C(=O)CCCn2cc(nn2)CO[C@@H]1CN(C)C(=O)c1cc(-c2ccccc2)on1	15%	12%	-20%	4%	-12%	5%	-26%	1%

# Compound profiles (already shown).
# Entry for `CCCN(Cc1nc(-c2ccc(Cl)cc2)no1)CC1CCCO1` (stereo not drawn) : EPAC2 agonist = 16%; EPAC1 agonist = -2%; EPAC1 antag = -1%; EPAC2 antagonist = -2%; FUS yeast rescue = 0%; TDP-43 yeast inh = -8%; PTHR1 ag = -25%; aSyn rescue = 13%
# Entry for `O=C(CSc1ccsc1[N+](=O)[O-])NCCc1ccc(Cl)cc1` : EPAC2 agonist = 2%; EPAC1 agonist = 6%; EPAC1 antag = 10%; EPAC2 antagonist = 1%; FUS yeast rescue = 22%; TDP-43 yeast inh = 25%; PTHR1 ag = i; aSyn rescue = -1%

# Next part.
compound	EPAC2 agonist	EPAC1 agonist	EPAC1 antag	EPAC2 antagonist	FUS yeast rescue	TDP-43 yeast inh	PTHR1 ag	aSyn rescue
c1ccc(NN(Cc2cnccn2)c2ccccc2)cc1	-6%	2%	-3%	?	-12%	26%	-14%	10%
CC(C)[C@H]1COCCS(=O)(=O)N1Cc1ccccc1	1%	-4%	0%	6%	-13%	8%	-9%	7%
O=C(NCc1ccc(F)cc1)C(c1ccco1)N(C(=O)c1csnn1)C1CC1 (stereo not drawn)	6%	1%	5%	6%	8%	-2%	i	6%
O=C1CSC(c2nn(-c3ccccc3)cc2-c2cc3ccccc3oc2=O)N1Cc1ccco1 (stereo not drawn)	24%	24%	-1%	-1%	?	-14%	i	-2%
O=C(NC(C(=O)c1ccccc1)n1c(=O)cc[nH]c1=S)c1ccccc1 (stereo not drawn)	2%	-1%	-1%	1%	-6%	-6%	i	5%
CCCCNc1oc(-c2ccc(OC)cc2)nc1S(=O)(=O)c1ccccc1	1%	-3%	19%	8%	11%	-21%	i	18%
O=C(COC(=O)c1ccc(F)cc1Cl)NCc1ccco1	6%	9%	-23%	1%	-1%	-15%	i	0%
CC1CCN(C(=O)C(=O)c2cn(CC(=O)N3CCCC3)c3ccccc23)CC1	9%	-15%	-28%	-4%	6%	-4%	-4%	-5%
Cc1nn(C)c(C)c1NS(=O)(=O)c1ccccc1	5%	1%	4%	5%	1%	9%	i	6%
COc1ccc(N2C(=O)C3CCCN3C2=S)cc1 (stereo not drawn)	12%	9%	3%	-3%	16%	-30%	-25%	-4%
COc1ccc(NC(=S)NCC(O)c2ccccc2)c(OC)c1 (stereo not drawn)	14%	4%	3%	4%	11%	-10%	-17%	-1%
CN=C(Nc1cc(C)nn1CCC#N)c1ccccc1F	1%	10%	2%	-5%	-1%	-19%	9%[57.5 µM]	1%
Cc1cc2oc3ccc(NCCCn4ccnc4)cc3c(=O)c2cc1C	1%	-8%	-24%	68%[activator]	1%	-23%	i	4%
CC(=O)c1ccc(OC(C)C)c(CSc2nc(O)cc(=O)[nH]2)c1	6%	3%	0%	3%	15%	3%	35%[57.5 µM]	-7%
C[C@H](NC(=O)c1cc2c(cn1)[nH]c1ccccc12)C(=O)O	7%	4%	8%	-1%	2%	-52%[inhibitor]	-9%	6%
C#Cc1ccc([C@@H]2C=C(C(=O)OCC=C)O[C@H](OCc3ccc(CO)cc3)C2)cc1	?	16%	-4%	?	41%	27%	i	27%
O=C(CCNS(=O)(=O)c1ccc(Cl)cc1)N1CCCC1	9%	9%	-6%	11%	10%	-5%	11%	-4%
CC1(C)CC2CC(C)(CN2S(=O)(=O)c2ccc(C(=O)Nc3ccc(S(=O)(=O)N4CCOCC4)cc3)cc2)C1 (stereo not drawn)	2%	-9%	0%	4%	?	-24%	-35%	-2%
CC(=O)NCc1ccc(C(=O)CSc2nnc(-c3ccncc3)n2Cc2ccccc2)o1	10%	6%	-2%	-8%	?	3%	-2%[57.5 µM]	10%
Cc1ccc(C)c(N2CCN(C(=O)C3CCCN(S(=O)(=O)c4cnc[nH]4)C3)CC2)c1 (stereo not drawn)	-2%	-11%	-3%	1%	12%	15%	-40%[inhibitor]	-2%
CCC1CCCCN1S(=O)(=O)c1ccc(C(=O)Nc2nnc(C3CC3)o2)cc1 (stereo not drawn)	12%	-4%	-7%	-1%	34%	?	-18%	?
Cc1cccc(N2CCN(S(C)(=O)=O)CC2)c1C	10%	8%	-1%	-1%	14%	27%	-19%[57.5 µM]	-11%
COc1ccc(NC(=O)c2ccc3c(c2)C(=O)N(Cc2cccnc2)C3=O)cc1	9%	-7%	6%	8%	-35%	14%	-20%[57.5 µM]	3%
Cc1ccccc1Cn1c2ccccc2c2cn[nH]c(=O)c21	-4%	-2%	8%	9%	12%	7%	-9%[57.5 µM]	0%
Cc1ccc(CNC(=O)C2CCN(S(=O)(=O)N3CCCC3)CC2)cc1	3%	4%	22%	7%	-1%	14%	i	2%
Cc1ccccc1N1CC(C(=O)Nc2ccc(S(=O)(=O)N3CCCCC3)cc2)CC1=O (stereo not drawn)	14%	2%	-1%	-7%	15%	2%	-23%	0%
COc1cc(/C=C/c2ccc3cccc(O)c3n2)cc(Cl)c1OC	10%	6%	17%	8%	8%	?	-21%	-1%

# Ordered by value in EPAC2 antagonist (lowest first): some entries from above.
compound,EPAC1 antag,EPAC2 antagonist,PTHR1 ag
CCCN(Cc1nc(-c2ccc(Cl)cc2)no1)CC1CCCO1 (stereo not drawn),-1%,-2%,-25%
C[C@H](NC(=O)c1cc2c(cn1)[nH]c1ccccc12)C(=O)O,8%,-1%,-9%
O=C(O)CCC(=O)NNC(=O)c1cccs1,?,0%,-43%[inhibitor]
COc1ccccc1-c1nnc(SCC(=O)Nc2ccc(S(N)(=O)=O)cc2)n1C,-2%,1%,i
Cc1ccc(CNC(=O)C2CCN(S(=O)(=O)N3CCCC3)CC2)cc1,22%,7%,i
CCN(CC(=O)NCc1cccs1)C(=O)c1cccc(S(=O)(=O)Nc2ccc(OC)cc2)c1,10%,17%,i
